CXCR6 block: CXCR6 receptor inhibitors, primary screen, cell-based, beta-arrestin, luminescence, CHO-K1 PathHunter, 1536-well | inhibition, % at 20 µM | actives 0.36% (n = 360,000) | C-X-C chemokine receptor type 6 (Homo sapiens), O00574 | AID 602244, 2012; in the data active = inhibition above about 34%, passing the limit was not always enough;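 also: antagonist mode with CXCL16 agonist at 10 nM final; 0% = 10 nM CXCL16 with DMSO and 100% = unstimulated wells without agonist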
Target sequence (O00574 whole entry, looked up): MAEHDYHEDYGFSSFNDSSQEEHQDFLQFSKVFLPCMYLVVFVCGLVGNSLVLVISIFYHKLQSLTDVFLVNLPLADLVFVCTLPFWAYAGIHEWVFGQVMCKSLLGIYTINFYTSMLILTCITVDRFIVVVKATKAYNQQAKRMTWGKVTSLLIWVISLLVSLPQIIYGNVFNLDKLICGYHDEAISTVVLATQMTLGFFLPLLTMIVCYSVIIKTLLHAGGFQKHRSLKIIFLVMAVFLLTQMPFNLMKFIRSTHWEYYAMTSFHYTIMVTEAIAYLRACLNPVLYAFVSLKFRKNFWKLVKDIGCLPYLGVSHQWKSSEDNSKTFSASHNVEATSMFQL
UPR CHOP act: activators of apoptotic CHOP UPR arm, primary screen, cell-based, CHO-CHOP luciferase reporter, luminescence, uHTS; UPR activation; percent of tunicamycin response over DMSO baseline; activation, % at 10 µM; actives 0.34% (n = 330,000);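 active = at 10 µM dose, activation of 40% or more, normalized to positive control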;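 also: 100% = tunicamycin at 10 µg/mL and 0% = DMSO alone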
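Assay system: CHO cells with stable CHOP pathway luciferase reporter; Buffer or medium: F12 plus 10% serum; Times: 16-18 h cell attachment, then 6 h compound exposure, 37 °C; Signal: luciferase luminescence; Read-out basis: percent activation relative to tunicamycin control; Control set: tunicamycin high control, DMSO low control.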
Mdm2-MdmX inh: inhibitors of human Mdm2-MdmX association, primary screen, cell-based, luminescence, split luciferase, SaOS-2, uHTS. Protein Mdm4 (Homo sapiens) + E3 ubiquitin-protein ligase Mdm2 (Homo sapiens), …. SaOS-2 split-luciferase Mdm2/MdmX complementation. inhibition, % at 8 µM. actives 3% (n = 330,000);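 active = inhibition of at least 50% at 8 µM in the primary screen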
APJ ag: agonists of human apelin receptor APJ, primary screen, CHO-K1 cells, PathHunter beta-arrestin, luminescence. 0% DMSO wells, 100% apelin. P35414. actives 0.11% (n = 330,000). activation, % at 20 µM;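 active = activation more than six SD over the plate average, tested at 20 µM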;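 also: 0% = DMSO alone and 100% = apelin-13 at 10 nM; some results filed as inactive read as strong as hits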
Target sequence (P35414 whole entry, looked up): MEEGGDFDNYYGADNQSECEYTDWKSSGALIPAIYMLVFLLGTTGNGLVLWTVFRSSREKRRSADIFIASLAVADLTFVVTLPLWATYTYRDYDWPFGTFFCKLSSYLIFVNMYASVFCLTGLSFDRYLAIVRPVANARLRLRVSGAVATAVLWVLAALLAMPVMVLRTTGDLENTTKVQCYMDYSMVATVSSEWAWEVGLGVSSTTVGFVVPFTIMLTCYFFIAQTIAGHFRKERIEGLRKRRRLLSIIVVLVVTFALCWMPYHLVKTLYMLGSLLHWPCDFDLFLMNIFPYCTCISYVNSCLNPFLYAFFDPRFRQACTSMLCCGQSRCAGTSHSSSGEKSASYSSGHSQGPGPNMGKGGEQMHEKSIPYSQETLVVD
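Assay system: CHO-K1 cells stably expressing ProLink-tagged human APJ and arrestin–beta-gal acceptor. Compound dosing: 20 µM single point, 1% DMSO. Times: 16-18 h seeding, 90 min dark compound exposure, 60 min detection. Detection: beta-gal luminescence. Evaluation: APJ–arrestin association signal. Controls: negative DMSO alone, positive Apelin-13 at 10 nM.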
tim23-1 inh: growth inhibitors of tim23-1 mutant yeast, primary screen, luminescence, uHTS. S. cerevisiae tim23-1 growth, BacTiter-Glo luminescence, 24 h. inhibition, % at 20 µM. actives 1.3% (n = 330,000). AID 463212, 2010;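 active = growth inhibition of the mutant yeast at or above 50%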;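 also: temperature-sensitive mutant grown at 25 °C; plate controls were DMSO-treated mutant yeast for no effect and medium wells lacking yeast for full effect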
tim10-1 inh: growth inhibitors of tim10-1 mutant yeast, primary screen, luminescence, uHTS; inhibition, % at 20 µM; actives 2.2% (n = 330,000); S. cerevisiae tim10-1 ts strain growth, BacTiter-Glo, 24 h;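 active = inhibition of at least 40%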;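 also: mutant grown at 25 °C; 0% = DMSO wells with yeast and 100% = wells holding no yeast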
APJ antag: antagonists of human apelin receptor APJ, primary screen, CHO-K1 cells, beta-arrestin complementation, luminescence | P35414 | inhibition, % at 20 µM | actives 0.32% (n = 330,000) | AID 2521, 2010;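 active = inhibition above about 40% at 20 µM, limit read from the data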;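 also: cells challenged with 10 nM apelin-13 agonist together with compound; plate controls were apelin-13 plus DMSO wells for no effect and DMSO wells lacking apelin-13 for full effect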
TIM10 inh: growth inhibitors of isogenic TIM10 control yeast, primary screen, counter-screen for tim10-1 yeast inhibitor project, luminescence, uHTS; S. cerevisiae TIM10 strain growth, BacTiter-Glo luminescence, 24 h; actives 1.4% (n = 330,000); inhibition, % at 10 µM;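 active = inhibition of 40% or more at the single tested concentration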;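 also: wild-type TIM10 isogenic control strain grown at permissive 25 °C; 0% = DMSO yeast wells and 100% = minimal medium wells without yeast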
XBP1 UPR activ: activators of adaptive XBP1 UPR arm, primary screen, cell-based, CHO-XBP1 luciferase reporter, luminescence, uHTS; AID 463104, 2010; IRE1-XBP1 UPR activation; percent of tunicamycin response, DMSO as zero; actives 0.33% (n = 330,000); activation, % at 20 µM;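 active = versus positive control, 20 µM dose yields 30% or more activation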;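 also: 100% = tunicamycin at 10 µg/mL and 0% = DMSO only wells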
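Material: CHO cell line with stable XBP1 luciferase reporter; buffer or medium: F12 medium containing 10% fetal bovine serum; compound: single point, 20 µM final compound, 1% DMSO; incubation: 6 h treatment, 37 °C; measured by: glow luminescence from Steady-Glo reagent; evaluation: activation, % of tunicamycin; control set: tunicamycin high, DMSO low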
Numbers without * were called inactive; x = no result given.

1: CN(Cc1ccccc1)C(=S)Nc1ccc(OC(F)F)cc1
2: O=C(CN1CCCCC1)Nc1cc(Cl)ccc1Cl
3: CC1CN(C(=O)CCC(=O)NCCCc2ccccc2)c2ccccc2O1 (stereo unspecified)
4: CCOc1ccccc1NC(=O)COn1nnc2ccccc21
5: CCOC(=O)C1=C(C)N[C@@]2(O)c3ccccc3C(=O)[C@@]12O
6: Cc1cccn2c(=O)c(/C=N/O)c(N3CCCCC3)nc12
Compound	1	2	3	4	5	6
CXCR6 block	1	-4	-4	-10	-7	-2
UPR CHOP act	1.2	1.3	1.9	-0.7	-0.6	-1.0
Mdm2-MdmX inh	-40	6	13	17	22	22
APJ ag	-3	4	2	-5	23	1
tim23-1 inh	28	8	19	0	9	21
tim10-1 inh	24	9	13	20	10	26
APJ antag	-7	6	10	6	-53	-6
TIM10 inh	22	4	2	9	-6	-1
XBP1 UPR activ	-2	2	-1	2	-1	-2

7: COc1ccc(OC(=O)CN2C(=O)C3C4CCC(C4)C3C2=O)cc1 (stereo unspecified)
8: CCOC(=O)CNC(=O)c1sc(NC(=O)/C=C/c2ccccc2)nc1C
9: CCOC(=O)Cc1nc2ccccc2o1
10: CCCCCCC(=O)Nc1nc(C)c(-c2csc(Nc3cc(Cl)ccc3OC)n2)s1
11: Cc1ccc(-c2nc3ccccc3c(=O)n2O)cc1
12: CCOC(=O)C1CCCN(S(=O)(=O)c2cc(OCC(=O)NC3CCCCC3)c(C)cc2Cl)C1 (stereo unspecified)
Compound	7	8	9	10	11	12
CXCR6 block	0	4	x	1	4	-10
UPR CHOP act	1.2	3.7	-0.8	0.7	-0.6	-1.9
Mdm2-MdmX inh	-3	69*	12	-11	11	14
APJ ag	-5	0	-3	-10	3	-3
tim23-1 inh	10	-14	34	10	43	28
tim10-1 inh	12	-6	3	4	18	22
APJ antag	-6	-1	8	-36	-7	-6
TIM10 inh	5	-25	26	-1	-2	11
XBP1 UPR activ	-1	-1	-3	-4	-4	4

13: CC(/C=C/c1ccccc1)=N\NC(=O)CNC(=O)c1ccccc1Cl
14: CC1S/C(=N/N=C/c2ccco2)N(Cc2ccccc2)C1=O (stereo unspecified)
15: CC1CCN(CC(=O)N2CCCc3c2c(=O)oc2ccc(OCc4ccccc4)cc32)CC1
16: O=C(Nc1ccc(OC(F)F)cc1)c1cc(S(=O)(=O)N2CCOCC2)ccc1F
17: CN(C)CCn1c(=N)n(CC(O)c2ccc(Cl)c(Cl)c2)c2ccccc21 (stereo unspecified)
18: S=C(Nc1ccccc1)N1CCOCC1
Compound	13	14	15	16	17	18
CXCR6 block	2	6	11	2	7	9
UPR CHOP act	-2.5	5.8	-1.2	0.6	-2.4	-1.1
Mdm2-MdmX inh	22	20	38	17	71*	19
APJ ag	-3	-2	-2	4	-13	-2
tim23-1 inh	4	11	21	21	4	5
tim10-1 inh	19	-7	26	17	-23	7
APJ antag	0	-12	16	10	11	5
TIM10 inh	8	9	25	10	-23	1
XBP1 UPR activ	1	3	-2	-2	0	1

19: O=C(NCc1ccccn1)c1ccc(NC(=O)c2ccco2)cc1
20: CC1CCCCC1NC(=O)NC(=O)CCl (stereo unspecified)
21: CCCn1c(C)cc(/C=C(\C#N)C(=O)OCC(=O)Nc2ccc(OC)c(Cl)c2)c1C
22: COc1ccc(NC(=O)C(=O)c2cn(CC(=O)N3CCOCC3)c3ccccc23)cc1OC
23: CCC(=O)Nc1nc(C)c(C(=O)NC2CCCCC2)s1
24: Cc1cc(NC(=O)Cc2ccccc2)c2ccccc2n1
Compound	19	20	21	22	23	24
CXCR6 block	-2	-14	15	-1	-9	2
UPR CHOP act	-1.9	42*	-0.1	1.3	-0.3	2.0
Mdm2-MdmX inh	-1	33	-1	1	14	26
APJ ag	4	-3	-7	-1	-3	-1
tim23-1 inh	8	41	8	13	0	-5
tim10-1 inh	20	46*	17	22	8	1
APJ antag	-5	16	-2	-6	3	-24
TIM10 inh	-2	15	8	4	2	8
XBP1 UPR activ	-2	-2	-1	-2	-2	3

25: COC(=O)c1cc(C(=O)OC)n(Cc2ccc(Cl)cc2Cl)n1
26: Cc1ccccc1OCC1Cn2c(nc3c2c(=O)[nH]c(=O)n3C)O1 (stereo unspecified)
27: O/N=C(/CCc1ccccc1)C1(O)CCCCC1
28: Cc1sc2ncnc(N3CCN(S(=O)(=O)c4ccc(C(C)(C)C)cc4)CC3)c2c1C
29: COc1ccccc1CNc1ncnc2c1cnn2-c1ccccc1
30: CCOC(=O)C1=C(N)c2ccccc2CC1C1CCCC1 (stereo unspecified)
Compound	25	26	27	28	29	30
CXCR6 block	3	-6	7	-3	-3	-8
UPR CHOP act	-1.6	0.1	2.2	7.7	3.0	-1.7
Mdm2-MdmX inh	13	25	-11	33	0	-25
APJ ag	0	-1	-2	1	0	-1
tim23-1 inh	9	6	-4	11	21	10
tim10-1 inh	18	19	-12	14	14	-5
APJ antag	-4	3	-19	0	-3	-13
TIM10 inh	6	-29	-25	8	-11	-38
XBP1 UPR activ	-4	-1	-4	0	28	2

31: CC(=O)N1CC(C)Sc2ccc(S(=O)(=O)NCc3ccc(F)cc3)cc21 (stereo unspecified)
32: COC(=O)c1cccc(Nc2ncnc3sccc23)c1
33: CCn1c(SCC(=O)NCc2ccco2)nnc1-c1ccncc1
34: CCC(Sc1ccccn1)C(=O)Nc1nnc(C)s1 (stereo unspecified)
35: COCCn1c(C)cc(C2=NNC(=NC3CC3)SC2)c1C
36: Cc1ccc(NC(=O)/C(C#N)=C/c2cccs2)c(C)c1
Compound	31	32	33	34	35	36
CXCR6 block	-13	-1	x	-7	6	1
UPR CHOP act	-1.4	1.2	1.0	2.1	-10	5.9
Mdm2-MdmX inh	8	6	33	10	95*	-18
APJ ag	2	1	-3	-1	-2	1
tim23-1 inh	26	8	-3	-26	12	0
tim10-1 inh	17	1	-3	-10	15	-12
APJ antag	17	4	-1	-2	-5	3
TIM10 inh	2	3	-8	-10	4	-5
XBP1 UPR activ	-3	0	0	-3	-7	4

37: CCOc1ccc(-c2nc(CSc3nnc(N)s3)cs2)cc1
38: COC(=O)CN1C(=O)C(C)(C)Oc2ccc(C(=O)Nc3ccccc3F)cc21
39: O=[N+]([O-])c1ccc(N2CCN(CCO)CC2)c2ncccc12
40: Cc1nc2ccccn2c1C(=O)N/N=C/c1ccccc1
41: O=C(O)c1ccccc1N1C(=O)C2C3c4ccccc4C(Br)(c4ccccc43)C2C1=O (stereo unspecified)
42: CCCCCc1c(C)nc(Nc2ccccc2)[nH]c1=O
Compound	37	38	39	40	41	42
CXCR6 block	-9	-2	-6	-4	4	-17
UPR CHOP act	2.7	4.5	1.6	0.0	1.7	-0.8
Mdm2-MdmX inh	-55	-11	18	7	26	-21
APJ ag	0	1	4	-1	-3	-2
tim23-1 inh	-4	12	-16	11	15	28
tim10-1 inh	-1	5	0	12	12	17
APJ antag	20	-8	-22	-8	9	14
TIM10 inh	-11	4	3	-10	19	23
XBP1 UPR activ	-1	4	1	-1	-6	-4

Given with two lines to a compound: entries from further up.
The line under a structure holds: CXCR6 block	UPR CHOP act	Mdm2-MdmX inh	APJ ag	tim23-1 inh	tim10-1 inh	APJ antag	TIM10 inh	XBP1 UPR activ
33) CCn1c(SCC(=O)NCc2ccco2)nnc1-c1ccncc1
→ x	1.0	33	-3	-3	-3	-1	-8	0
34) CCC(Sc1ccccn1)C(=O)Nc1nnc(C)s1 (stereo unspecified)
→ -7	2.1	10	-1	-26	-10	-2	-10	-3
35) COCCn1c(C)cc(C2=NNC(=NC3CC3)SC2)c1C
→ 6	-10	95*	-2	12	15	-5	4	-7
36) Cc1ccc(NC(=O)/C(C#N)=C/c2cccs2)c(C)c1
→ 1	5.9	-18	1	0	-12	3	-5	4
37) CCOc1ccc(-c2nc(CSc3nnc(N)s3)cs2)cc1
→ -9	2.7	-55	0	-4	-1	20	-11	-1
38) COC(=O)CN1C(=O)C(C)(C)Oc2ccc(C(=O)Nc3ccccc3F)cc21
→ -2	4.5	-11	1	12	5	-8	4	4
39) O=[N+]([O-])c1ccc(N2CCN(CCO)CC2)c2ncccc12
→ -6	1.6	18	4	-16	0	-22	3	1

Next part.
43: CC(C)c1ccccc1NC(=O)c1ccco1
44: O=C1CCC(C(=O)Nc2ccccc2N2CCCC2)=NN1
45: O=S(=O)(Nc1cccc(-c2cn3c(n2)SCC3)c1)c1ccccc1F
46: O=C1C2C3C=CC(C2C(=O)N1CCCO)C1C2C(=O)N(CCCO)C(=O)C2C31 (stereo unspecified)
47: Cc1oc(-c2ccccc2F)nc1CS(=O)(=O)CC(=O)NCc1ccccc1Cl
48: O=C(CSCc1ccco1)c1ccc(Cl)s1
Compound	43	44	45	46	47	48
CXCR6 block	1	-3	2	3	-5	x
UPR CHOP act	2.7	0.2	1.0	-1.6	0.4	6.1
Mdm2-MdmX inh	2	7	12	12	-12	9
APJ ag	-2	11	1	-3	-1	-5
tim23-1 inh	18	-12	15	-8	6	25
tim10-1 inh	20	2	1	-1	21	12
APJ antag	-10	-9	-15	-4	5	19
TIM10 inh	12	5	6	-5	12	7
XBP1 UPR activ	-1	-2	-2	0	-1	5

Screening results as filed in PubChem.

Only part of the results is shown; the hit share may differ from the screen's.
